High-throughput results deposited in PubChem by Southern Research Specialized Biocontainment Screening Center.
H37Rv inhibition – M. tuberculosis growth inhibition, HTS (AID 449762). one-dose inhibition, % at 25 µM; IC50 in µM for titrated hits. M. tuberculosis H37Rv growth inhibition, 7H9 media; higher % means a stronger effect. actives 0.59% (n = 330,000); in the data active = a potency from the dose series; inconclusive = inhibition above about 70% without an active follow-up result;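 note: bacterial growth assessed after seven days of incubation; strong numbers were not always called active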
H1N1 NS1A inhibition – H1N1 influenza NS1A inhibitors, functional cell based assay (AID 504329) | NS1A functional cell-based assay, percent inhibition; higher % means a stronger effect | inhibition, % at 12.5 µM, or IC50 in µM where a hit was titrated | actives 0.3% (n = 340,000); in the data active = a potency from the dose series; inconclusive = inhibition above about 27% without an active follow-up result; note: strong numbers were not always called active
VEEV TC-83 Vero – inhibitors of VEEV TC-83 cytopathic effect, confirmation, Vero cells (AID 588727). Vero cells, VEEV TC-83 cytopathic effect inhibition; higher % means a stronger effect. inhibition, % at 20 µM, or IC50 in µM where a hit was titrated. actives 0.13% (n = 350,000); in the data active = a potency from the dose series; inconclusive = inhibition mostly from about 14% at the one dose, without a potency; inactive = the rest, 99 in 100 with inhibition below about 12%; note: strong numbers were not always called active
PhoP GFP inhibition – PhoP regulon inhibitors, Salmonella typhi PhoP promoter GFP reporter, confirmatory (AID 1850) | Salmonella Typhi PhoP-promoter GFP reporter, fluorescence, 4 h; higher % means a stronger effect | inhibition, % at 50 µM, or IC50 in µM where a hit was titrated | actives 0.33% (n = 310,000); in the data active = a potency from the dose series; inconclusive = inhibition mostly from about 25% at the one dose, without a potency; inactive = the rest, 99 in 100 with inhibition below about 19%;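 note: 0% = induced wells with vehicle and 100% = uninduced wells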
M. tuberculosis – growth inhibition of non-replicating M. tuberculosis (AID 488890) | Mycobacterium tuberculosis non-replicating, growth inhibition; higher % means a stronger effect | inhibition, % at 25 µM, or IC50 in µM where a hit was titrated | actives 0.39% (n = 320,000); in the data active = a potency from the dose series; inconclusive = inhibition mostly from about 82% at the one dose, without a potency; inactive = the rest, 99 in 100 with inhibition below about 76%;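 note: plate controls were DMSO cells for no effect and high antibiotic wells for full effect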
VEEV TC-83 Vero 10K pilot screen – recorded beside VEEV TC-83 Vero, whose call it bears; inhibition, %; measured here: 10K pilot screen inhibition
* hit, by the source's call; i = inactive; u = inconclusive; x = not tested or not shown; & = joins results of further samples.

SMILES | H37Rv inhibition | H1N1 NS1A inhibition | VEEV TC-83 Vero | PhoP GFP inhibition | M. tuberculosis | others
O=C(CCNC(=O)c1ccc([N+](=O)[O-])cc1)Nc1ccc(Cl)c(S(=O)(=O)N2CCOCC2)c1 | -0.5% | -1.7% | 5.8% | x | 26.5%
Cc1ccc(C2=NNC(=O)C(c3c[nH]c4ccccc34)C2)cc1 (stereo not drawn) | -5.5% | -3.8% | 2.4% | -0.1% | -3.7%
CCCCCC1CC(CC(=O)Nc2nncs2)C(=O)O1 (stereo not drawn) | 0.7% | 0.5% | 0.9% | 4.8% | 37.0%
O=C(O)C(Cc1c[nH]c2ccccc12)N1CCS(=O)(=O)CC1 (stereo not drawn) | -1.6% | -4.2% | 3.4% | -8.6% | -15.0%
CN(CC(=O)Nc1cccc(F)c1)C(=O)c1ccc(N2CCCCC2)c([N+](=O)[O-])c1 | 9.9% | -2.5% | 4.7% | -0.5% | 10.6%
CCOC(=O)c1cccc(-c2c(-c3ccccc3)ncc3cc(OC)c(OC)cc23)c1 | u | -0.6% | 10.3% | x | 52.5%
CC1CCCC(NC(=O)COC(=O)c2sc3ccccc3c2Cl)C1C (stereo not drawn) | -11.1% | -0.3% | i | -9.8% | 61.8%
CCn1c(SCC(=O)N2CCCC(C)C2)nc2c1c(=O)n(C)c(=O)n2C (stereo not drawn) | -6.2% | -15.7% | 1.1% | -5.3% | -6.5%
C(/CCc1ccccc1)=N\n1cnnc1 | -1.9% | -2.3% | i | 23.0% | 5.0%
COc1ccc(S(=O)(=O)N2CCN(c3ccccc3OC)CC2)cc1 | -2.3% | 17.0% | 1.5% | 3.5% | 5.6%

Overlap with the part before: two entries; new compounds follow.
SMILES | H37Rv inhibition | H1N1 NS1A inhibition | VEEV TC-83 Vero | PhoP GFP inhibition | M. tuberculosis | others
C(/CCc1ccccc1)=N\n1cnnc1 | -1.9% | -2.3% | i | 23.0% | 5.0%
COc1ccc(S(=O)(=O)N2CCN(c3ccccc3OC)CC2)cc1 | -2.3% | 17.0% | 1.5% | 3.5% | 5.6%
Cc1nn(-c2ccccc2)c(C)c1/C=N/NC(=O)c1cc(-c2ccc(Br)s2)[nH]n1 | u | 4.8% | i | -0.1% | 22.0% | VEEV TC-83 Vero 10K pilot screen=3.3
O=S(=O)(c1ccc(Cl)cc1)N1CCC2(CC1)CO2 | -6.0% | 4.3% | 0.7% | -12.7% | 26.3%
O=C(CN(Cc1ccccc1)C(=O)c1cccc([N+](=O)[O-])c1)Nc1c(Cl)cc(Cl)cc1Cl | -1.1% | -5.9% | 1.8% | 2.3% | -12.3%
O=C(O)c1ccccc1P(=O)(c1ccccc1)c1ccccc1 | 0.0% | 7.4% | i | 0.3% | 2.2%
O=C(NCCCn1ccnc1)/C(=C/c1ccc(F)cc1)NC(=O)c1ccccc1 | 0.3% | -1.4% | 0.5% | 7.3% | 1.2%
O=c1oc2c(CN3CCOCC3)c(O)ccc2c2ccccc12 | 8.4% | -28.2% | 5.7% | -9.0% | 0.3%
O=C1[C@H](Oc2ccccc2)[C@@H](c2ccncc2)N1c1ccncc1 | x | -4.5% | 0.9% | x | x
O=C(O)CCCCCNc1nc2ncn(Cc3ccccc3)c2c(=O)[nH]1 | -8.6% | 0.2% | i | -14.9% | -11.8%
CN(C)S(=O)(=O)c1ccc(C(=O)Nc2ccc3c(c2)CCC3)cc1 | 3.7% | 1.7% | 1.1% | 5.5% | 21.1%
OC(COc1ccc(Cl)cc1)CN1CCC(Cc2ccccc2)CC1 (stereo not drawn) | 8.9% | 13.2% | i | 0.3% | 42.2%
S=C(NCCCN1CCOCC1)NC1CCCC1 | -0.5% | 3.1% | 0.3% | -1.6% | 18.5%
CC[C@]12c3[nH]c4ccccc4c3CCN1C(=O)C(CC(=O)NCc1cccc(C(F)(F)F)c1)C[C@@H]2C(=O)N1CCN(C(=O)c2ccco2)CC1 (stereo partly drawn) | 4.6% | -12.7% | 2.5% | x | 45.4%
CCCCOc1ccc(-c2nnn(CC(=O)Nc3ncc(CC(=O)OCC)s3)n2)cc1 | 4.5% | -1.0% | 0.9% | 24.2% | x
Cc1ccc(CN2C(=O)C(CC(C)C)Nc3ncnc(N4CCN(c5ccccc5)CC4)c32)cc1 (stereo not drawn) | 6.0% | 2.6% | 0.7% | x | 61.7%
Cc1nc(N)[nH]c(=O)c1CCCNc1ccc(CCC2(CCl)OCCO2)cc1 | x | 11.6% | 3.0% | x | x
Cc1cc(C(=O)NNC(=O)c2cccc(Cl)c2)no1 | -10.5% | x | i | 4.5% | -8.1%
CCCCNC(=O)COC(=O)c1cc(S(=O)(=O)N2CCCCCC2)ccc1OC | -0.5% | 6.2% | i | -0.3% | 6.5%
Cc1ccc(S(=O)(=O)c2c(N)n(NC(=O)c3ccccc3C)c3nc4ccccc4nc23)cc1 | -8.5% | -1.4% | i | -7.3% | 0.4%
CC(C)(C)NC(=O)c1cccc(NC(=O)CSc2ccc(Cl)cc2)c1 | -2.8% | -3.4% | 1.1% | -7.4% | 61.9%
Cc1ccc2c(C(=O)N3CCN(c4ccccc4)CC3)cc(-c3cccnc3)nc2c1C | 2.8% | -1.0% | 3.3% | 15.8% | 41.3%

6 entries out of the list, arranged by molar mass, smallest number first.
SMILES | H37Rv inhibition | H1N1 NS1A inhibition | VEEV TC-83 Vero | PhoP GFP inhibition | M. tuberculosis | others
Cc1cc(C(=O)NNC(=O)c2cccc(Cl)c2)no1 | -10.5% | x | i | 4.5% | -8.1%
Cc1nc(N)[nH]c(=O)c1CCCNc1ccc(CCC2(CCl)OCCO2)cc1 | x | 11.6% | 3.0% | x | x
Cc1ccc2c(C(=O)N3CCN(c4ccccc4)CC3)cc(-c3cccnc3)nc2c1C | 2.8% | -1.0% | 3.3% | 15.8% | 41.3%
CCCCNC(=O)COC(=O)c1cc(S(=O)(=O)N2CCCCCC2)ccc1OC | -0.5% | 6.2% | i | -0.3% | 6.5%
Cc1ccc(CN2C(=O)C(CC(C)C)Nc3ncnc(N4CCN(c5ccccc5)CC4)c32)cc1 (stereo not drawn) | 6.0% | 2.6% | 0.7% | x | 61.7%
Cc1ccc(S(=O)(=O)c2c(N)n(NC(=O)c3ccccc3C)c3nc4ccccc4nc23)cc1 | -8.5% | -1.4% | i | -7.3% | 0.4%

Next part.
SMILES | H37Rv inhibition | H1N1 NS1A inhibition | VEEV TC-83 Vero | PhoP GFP inhibition | M. tuberculosis | others
COc1ccc(S(=O)(=O)n2nc(-n3c(C)ccc3C)c3c(F)cccc32)cc1OC | 14.2% | -17.7% | 5.8% | 0.6% | 36.0%
C#CCOCCOCCOCCNc1nc(N2CCN(C(=O)C([C@@H](C)O)n3cc([C@@H](N)CCCCN)nn3)CC2)nc(N2CCN(C(=O)[C@H](CO)n3cc([C@@H](N)C(C)C)nn3)CC2)n1 (stereo partly drawn) | 10.8% | -3.5% | 4.4% | x | 68.2%
NC(=O)COc1ccc2oc(-c3ccccc3)cc(=O)c2c1 | x | 9.3% | 0.9% | x | x
Oc1ccccc1-c1nc(NCCN2CCOCC2)c2ccccc2n1 | u | 2.9% | 6.5% | 0.8% | 37.7%
Cc1c(NC(=O)c2ccc3c4c(cccc24)CC3)c(=O)n(-c2ccccc2)n1C | u | 7.4% | 1.6% | -11.9% | 46.0%
Cc1ccc(C)c(NC(=S)NCCc2ccc(S(N)(=O)=O)cc2)c1 | -0.8% | 0.4% | 2.0% | 7.4% | 30.4%
O=c1c2ccccc2nnn1Cc1cccc2ccccc12 | 11.0% | 1.6% | 2.2% | -6.0% | u
O=C(CC1SC(N2CCOCC2)=NC1=O)Nc1ccccc1Cl (stereo not drawn) | 1.3% | 0.7% | 2.7% | x | 0.9%
Cc1ccc(N/C=C(\[N+](=O)[O-])S(=O)(=O)c2ccccc2)cc1 | -5.2% | -7.2% | 1.5% | -1.2% | 6.2%
Cc1cc(N2CCN(c3nc4ccccc4s3)CC2)n2ncnc2n1 | 3.1% | 8.2% | i | 2.5% | -2.2%
O=C(/C=C/c1ccco1)OCn1nnc2ccccc2c1=O | u | 8.4% | 0.6% | 12.3% | u
O=C1Nc2cc(S(=O)(=O)N3CCCC3)ccc2N2CCCC12 (stereo not drawn) | 32.7% | -10.3% | 2.4% | -2.6% | 40.6%
Cc1nnc(SCC(=O)N(Cc2ccccc2)C(C)C)n1-c1ccccc1 | -3.0% | 1.0% | i | -3.1% | 25.8%
Cc1ccc(Sc2ccc(CN3CCCC3)cc2[N+](=O)[O-])cc1 | 10.8% | 23.0% | i | -26.5% | u
CC1(C)Cc2cccc(OCC(=O)N3CCN(S(=O)(=O)c4ccccc4F)CC3)c2O1 | -4.3% | -6.8% | 3.0% | -1.3%&-12.7% | 10.9%
Cc1ccc2c(c1)-c1ncc(C(=O)c3cc(Br)ccc3O)cc1CO2 | u | x | x | 6.7% | 16.2%
O=C(COc1ccc(OCc2ccccc2)cc1)NN=C1CCCC1 | 4.2% | -7.2% | 4.1% | -17.2% | 78.5%
O=C1C2C3C=CC(CC3)C2C(=O)N1c1ccc(Br)cc1[N+](=O)[O-] (stereo not drawn) | -3.0% | 1.8% | 1.3% | 6.9% | -10.4%
CCOc1ccccc1C1C(C#N)=C(N)Oc2cc(N)ccc21 (stereo not drawn) | 2.8% | 8.1% | 1.1% | -4.6% | -3.7%
Cc1nn(C)cc1S(=O)(=O)Nc1ncccn1 | 5.7% | 22.8% | 0.3% | -0.9% | 7.9%
CN(C)CCn1c(=N)n(CC(O)c2ccc(Cl)c(Cl)c2)c2ccccc21 (stereo not drawn) | 11.9% | -12.3% | 7.2% | 11.8% | 45.9%
O=c1[nH]nc(Cc2ccc(-c3cccc(Cl)c3)o2)c2ccccc12 | 1.3% | 17.3% | 0.1% | -13.9% | 10.7%
COCCNC(=O)CN(C(=O)CCC(=O)Nc1ccccn1)c1cc(C)ccc1C | 4.0% | -6.2% | 3.2% | -4.1% | -4.2%
COc1ccc(-c2c(-c3ccccc3OC)sc3ccccc23)cc1OC | 11.5% | -2.3% | 0.4% | -0.8% | 18.9%
Cc1ccc(C(=O)Nc2ccccn2)cc1S(=O)(=O)N1CCOCC1 | 0.1% | -2.0% | 1.0% | 1.6% | -6.3%
CCOC(=O)C1=C(COC(=O)c2ccc(Cl)cc2[N+](=O)[O-])NC(=O)NC1C (stereo not drawn) | 3.8% | 7.5% | 2.1% | -10.7% | 13.0%
CCC(=NCCc1ccccc1)c1c(O)n(C)c(=O)n(C)c1=O | -3.0% | -23.6% | i | -7.0% | 9.0%
O=C(O)CSc1nnc(CSc2nc3ccccc3s2)n1-c1ccccc1 | 2.5% | 4.7% | 0.5% | -5.5% | -19.4%
COc1ccc2nc(SCC(=O)N(C)CC(=O)Nc3ccc(F)cc3)[nH]c2c1 | 3.1% | -5.7% | 2.9% | 1.1% | 1.4%
CCOC(=O)C1=C(C)N=c2s/c(=C/c3ccc(OCC(=O)O)cc3)c(=O)n2C1c1ccc(OC)cc1OC (stereo not drawn) | 8.1% | 4.8% | 0.8% | -7.7% | -4.5%
CCOC(=O)N/N=C\c1ccc(OC/C=C/c2ccccc2)c(OC)c1 | 2.1% | -1.2% | 7.5% | -4.8% | 11.0%
Cc1cnc(NC(=O)CSc2nnc(N)s2)s1 | -5.4% | -3.0% | i | 11.6% | 3.1% | VEEV TC-83 Vero 10K pilot screen=1.1
Fc1ccc(CSc2nnc(-c3cc4c(s3)-c3ccccc3CC4)o2)cc1 | 65.9% | -12.6% | 0.3% | -3.9% | 16.3%
Cn1c(/C(C#N)=C/c2ccncc2)nc2ccccc21 | 23.9% | 4.0% | 1.7% | 10.0% | 43.3%
Cc1ccsc1/C=N/NC(=O)Cc1ccc(Cl)cc1 | -9.1% | -13.9% | 1.9% | 17.2% | -2.1%
CCOc1cc2c(cc1OCC)-n1cccc1C(c1ccc(OC)c(OC)c1)NC2 (stereo not drawn) | 9.8% | 26.8% | i | -6.2% | 7.3%
Cc1nnc(SCc2nc3sc4c(c3c(=O)[nH]2)CCCC4)[nH]c1=O | 4.8% | 1.9% | i | 4.2% | 15.9%
Cc1ccc(NC(=O)CN2C(=O)CCS(=O)(=O)c3ccccc32)cc1Cl | -0.3% | 2.5% | 2.8% | 10.7% | -6.4%
CN(C)C(=O)c1ccc(NC(=O)COC(=O)CC23CC4CC(CC(Br)(C4)C2)C3)cc1 | -8.0% | 5.5% | i | -2.9% | -14.7%
CC1(c2nnc(-c3ccccc3)o2)CC(c2ccc(F)cc2)=NO1 (stereo not drawn) | -1.0% | -19.8% | 0.6% | -8.4% | 76.0%
CCOC(CNC(=O)CN1C(=O)COc2ccc(S(=O)(=O)N3CC(C)CC(C)C3)cc21)OCC (stereo not drawn) | 2.5% | 9.5% | 0.8% | -17.4% | 10.9%
